From PubChem
PGC1a acetyl inh – lowers PGC1a acetylation signal in U2OS cells. AlphaScreen anti-acetyl-lysine; with virally co-expressed GCN5 acetyltransferase. inhibition, % at 15.6 µM. 350,000 compounds, 0.17% hits. AID 651687;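 active means every replicate shows inhibition of at least 40%; inconclusive means mean inhibition at least 40% but some replicate below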;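 further: 0% = neutral control wells and 100% = positive control wells; some results beyond the cut were filed as inactive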
miR-122 sensor – miR-122 inhibition in Huh7 cells; Huh7 miR-122 Renilla luciferase sensor, 48 h; neutral wells = 0, positive control = 100; activation (reporter increase), % at 12.5 µM; 340,000 compounds, 0.3% hits; AID 602342;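 active means mean replicate activation score at least 90 and every replicate individually at or above 90; inconclusive means only one of the two criteria met; inactive means neither criterion met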;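 further: higher luciferase means less miR-122 activity so hits act as miR-122 inhibitors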
Cneo AK release – Cryptococcus neoformans lysis via adenylate kinase release; C. neoformans lysis, adenylate kinase release luminescence, 4 h; normalised: neutral wells 0, clomiphene wells 100; lysis activity, % at 15 µM; 360,000 compounds, 0.2% hits; AID 651654;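 active means mean lysis activity across replicates of at least 80%, whatever share of replicates individually reach that level; inactive means mean lysis activity below 80%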
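Material – Cryptococcus neoformans yeast cells · Quantity – 5 × 10^6 yeast cells/mL · Buffer or medium – YPD medium · Compound – single dose · Timing – 4 h static compound exposure, 37 °C, read 1 h post-reagent · Signal – adenylate kinase release luminescence · Read-out basis – lysis from increased AK signal · Benchmarks – Clomiphene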
An asterisk follows results filed as active; u = inconclusive. This is a subset; count on the stated rates, not on these rows.

SMILES | PGC1a acetyl inh | miR-122 sensor | Cneo AK release
COc1cc(Cl)cc(C2NC(=O)NC(C)=C2C(C)=O)c1OCC(=O)O (stereo not drawn) | 0.8 | -0.9 | 1.4
Cc1cccc(C(=O)NNC(=O)c2ccc(Cl)cc2)c1O | 8.6 | 1.4 | 0.4
O=C(COc1ccccc1)Nc1ccc(S(=O)(=O)N2CCOCC2)cc1 | 36.6 | 2.1 | 1.1
CCCOc1cccc(OCCSc2nc(C)cc(=O)[nH]2)c1 | -0.9 | -3.0 | 3.5
C#CCOc1c(Br)cc(/C=N\NC(=O)CN2CCOCC2)cc1OCC | -2.0 | -11.1 | -2.0
Cc1ccc(C(=O)Nc2c(C(=O)N3CCOCC3)cnn2-c2ccccc2)cc1 | -13.0 | -1.3 | 4.8
Cc1cccc(C)c1N(CC(=O)Nc1cc(Cl)ccc1Oc1ccccc1)S(C)(=O)=O | -23.6 | -2.2 | 2.0
O=C(Nc1ccc(Cl)cc1)NC1(C(=O)NCCCN2CCOCC2)CCCCC1 | -1.5 | -1.9 | -1.1
CNc1nc(C)c(C#N)c(-c2ccccc2)c1C(C)=O | 10.1 | 4.8 | 1.0
COc1cccc(CNCC(=O)N2C(C)CCCC2C)c1 (stereo not drawn) | -0.9 | -4.4 | -0.7
COc1ccc(C2CC(=O)C=C(NCCC(C)C)C2)cc1 (stereo not drawn) | -13.7 | -0.3 | -2.7
O=C(OCc1nnc(-c2ccc(Cl)cc2)o1)c1ccc(=O)n(Cc2ccccc2)n1 | -1.9 | 3.4 | 2.2
Clc1cccc(CSc2nccn2-c2ccccc2)c1 | -3.1 | 1.5 | 7.9
CC(=O)N1C(=O)C2(C(C#N)=C(N)Oc3cc(C)oc(=O)c32)c2ccccc21 (stereo not drawn) | -6.1 | -2.9 | 4.0
NS(=O)(=O)c1ccc(CCNc2cc(=O)n(Cc3ccc(F)cc3)c(=O)[nH]2)cc1 | 6.7 | -2.9 | 5.1
c1cc(-c2nn[nH]n2)ccc1CN1CCCCC1 | 5.4 | -2.8 | -1.8
Cc1ccc(C(=O)C2=C(O)C(=O)N(CCCN3CCOCC3)C23C(=O)N(C)c2ccccc23)o1 (stereo not drawn) | 52.8 | -31.8 | -1.9
CCOC(=O)c1cc(C(=O)OCC)c2cccc(C)n2c1=O | -6.4 | -0.7 | 14.5
CC(C)(C)c1ccc(S(=O)(=O)NCc2ccc(C(=O)N3CCOCC3)cc2)cc1 | -5.1 | 0.3 | -1.5
C=CCn1c(CCNC(=O)c2ccccc2F)nnc1SCC(=O)Nc1nc(C)cs1 | -4.3 | 0.2 | 5.6

At a glance, some entries already given:
SMILES | PGC1a acetyl inh | miR-122 sensor | Cneo AK release
CC(C)(C)c1ccc(S(=O)(=O)NCc2ccc(C(=O)N3CCOCC3)cc2)cc1 | -5.1 | 0.3 | -1.5
C=CCn1c(CCNC(=O)c2ccccc2F)nnc1SCC(=O)Nc1nc(C)cs1 | -4.3 | 0.2 | 5.6

(further entries)
SMILES | PGC1a acetyl inh | miR-122 sensor | Cneo AK release
CN=c1sc2ccccc2n1CC(O)COCc1ccco1 (stereo not drawn) | 6.7 | -0.1 | -1.8
CC1(C)C(/C=C/C=C/C=C/C=C2\N(CCCCS(=O)(=O)O)c3ccc4ccccc4c3C2(C)C)=[N+](CCCCS(=O)(=O)[O-])c2ccc3ccccc3c21 | 3.4 | -4.3 | 1.9
COc1cccc(NC(=O)CCCn2c(=O)[nH]c3ccccc3c2=O)c1 | -2.2 | -0.4 | 2.8
O=C(c1ccccc1F)N1CCC(O)(c2cccnc2)CC1 | -3.6 | -5.4 | 0.6
O=C(NCc1ccccc1)c1cccc2c(-c3ccc(F)c(F)c3)coc12 | 8.3 | -1.6 | 1.0
CCOC(=O)c1nc(N2CCN(C(=O)OCC)CC2)c2c3c(sc2n1)CCCC3 | -25.2 | -0.3 | -4.9
Cc1[nH]n(-c2ccccc2)c(=O)c1-c1ccc(Cl)cc1 | 2.1 | 0.2 | -1.5
O=C(Nc1ccc(Cl)c(Cl)c1)N1CCC(N2CCCCC2)CC1 | -1.9 | 6.6 | -1.3
CCCCN(C)C(=O)c1sc2ncn(CC)c(=O)c2c1C | -4.0 | -0.4 | -1.2
COc1cc(C=O)ccc1OCCOCCOc1c(C)cc(Cl)cc1Cl | -17.2 | -1.9 | 4.1
COc1ccc(C(=O)C(CCCCC(CN(C)C)C(=O)c2ccc(OC)cc2)CN(C)C)cc1 (stereo not drawn) | -12.0 | -20.7 | 1.5
FC(F)(F)c1nnc2ccc(NCn3nnc4ccccc43)nn12 | 8.0 | 1.0 | -3.3
CC(=O)CCS(=O)(=O)c1ccc(C)c(C)c1 | -7.8 | -11.5 | 1.1
Cn1cc(Cl)c(C(=O)Nc2nc3ccc(Cl)cc3s2)n1 | 4.4 | 3.4 | -0.2
Cc1cccc(-c2noc(CN(C(=O)C34CC5CC(CC(C5)C3)C4)C(C)C)n2)c1 | 1.6 | -4.9 | -0.5
CCOC(=O)Cn1nnc2c(sc3nc4c(c(-c5ccccc5)c32)CCC4)c1=O | -1.7 | -1.8 | 1.1
Nc1ccc(C(=O)N2CCN(S(=O)(=O)c3ccc(Cl)cc3)CC2)cc1[N+](=O)[O-] | -9.3 | 2.1 | 1.0
O=C(COC(=O)c1cc(-c2ccco2)nc2ccccc12)NCc1ccc2c(c1)OCO2 | 8.9 | -4.3 | -0.2
CCc1sc(C(=O)NCc2cc(C)n(C)n2)cc1Br | 5.1 | -2.4 | 3.6
O=C(CN(C1CC1)S(=O)(=O)c1ccc(S(=O)(=O)N2CCCCCC2)cc1)Nc1ccccc1 | 8.2 | -3.2 | -2.0
CS(=O)(=O)Cc1nc2ccccc2oc1=O | -15.2 | -5.8 | -0.6
COC(=O)c1cccc2c1-c1ccccc1/C2=N/O | u | 3.6 | -2.3
O=C(CCc1ccccc1)Nc1ccc2c(c1)OCCO2 | -7.9 | -0.6 | -5.8
COc1cc(C(=O)NC2CCN(Cc3nnnn3Cc3cccs3)CC2)cc(OC)c1OC | 15.4 | -5.3 | 1.8
O=c1oc(-c2ccco2)nc2c1cnn2-c1ccccc1 | -2.1 | -3.8 | 5.0
COc1ccc(NC(=S)NC(NC(=O)/C=C/c2ccccc2)C(Cl)(Cl)Cl)cc1 (stereo not drawn) | -4.4 | -9.3 | -0.2
Nc1nnc(Cc2ccc(Cl)c(Cl)c2)s1 | 0.1 | -3.8 | 1.5
O=C(c1ccccc1)N1CCN(CC#Cc2ccccc2)CC1 | 8.8 | -1.6 | -0.4
O=[N+]([O-])c1cc(Cl)ccc1Nc1ccccc1 | -7.3 | -3.8 | -1.9
CC(C)(C)NC(=O)CCN1CCOCC1 | 1.9 | -5.5 | 2.6
C=CCn1c(SCC(=O)Nc2sc3c(c2C#N)CCC3)nnc1C1COc2ccccc2O1 (stereo not drawn) | -5.3 | 2.8 | 1.5
O=C1NCCCN1Cc1ccc(F)cc1Cl | -4.5 | 3.4 | 0.6
COc1ccc(C(=O)NCc2nnc(SCC(=O)N3CCCCC3)o2)cc1OC | -18.4 | -9.3 | 1.9
CCCN1C(=O)SC(CC(=O)Nc2ccccc2C)C1=O (stereo not drawn) | 5.1 | 1.0 | 0.4
Cn1cc(-c2coc3c(C(=O)NCc4cccs4)cccc23)cn1 | -21.7 | 5.5 | 1.4
COc1ccc(N(C(=O)c2ccco2)S(=O)(=O)c2cc(OC)ccc2OC)cc1 | -0.5 | 24.9 | -1.0
CSCCC(NC(=O)c1cc(CC(C)C)oc1C)C(=O)O (stereo not drawn) | -1.5 | 0.6 | -2.3
COc1ccc(-c2cn[nH]c2N)cc1OC | -10.9 | -2.6 | -0.7
O=C(Cc1cccs1)Nc1ccccc1NC(=O)Cc1cccs1 | -10.8 | 3.7 | 0.4
O=C(OCc1ccc(COC(=O)c2ccc(O)cc2)cc1)c1ccc(O)cc1 | 4.8 | -5.4 | 3.3

Four of the compounds above, with tabs.
Compound	PGC1a acetyl inh	miR-122 sensor	Cneo AK release
CCCN1C(=O)SC(CC(=O)Nc2ccccc2C)C1=O (stereo not drawn)	5.1	1.0	0.4
Cn1cc(-c2coc3c(C(=O)NCc4cccs4)cccc23)cn1	-21.7	5.5	1.4
COc1ccc(N(C(=O)c2ccco2)S(=O)(=O)c2cc(OC)ccc2OC)cc1	-0.5	24.9	-1.0
CSCCC(NC(=O)c1cc(CC(C)C)oc1C)C(=O)O (stereo not drawn)	-1.5	0.6	-2.3

Back to the main list, starting 4 compounds before the break.
SMILES | PGC1a acetyl inh | miR-122 sensor | Cneo AK release
CSCCC(NC(=O)c1cc(CC(C)C)oc1C)C(=O)O (stereo not drawn) | -1.5 | 0.6 | -2.3
COc1ccc(-c2cn[nH]c2N)cc1OC | -10.9 | -2.6 | -0.7
O=C(Cc1cccs1)Nc1ccccc1NC(=O)Cc1cccs1 | -10.8 | 3.7 | 0.4
O=C(OCc1ccc(COC(=O)c2ccc(O)cc2)cc1)c1ccc(O)cc1 | 4.8 | -5.4 | 3.3
COC(=O)C1=C(C)N(C)C(C)=C(C(=O)OC)C1c1ccc(C(=O)OC)cc1 | -42.1 | -2.9 | -1.8
Cc1noc(NS(=O)(=O)c2ccc(NC(=O)CCC3CCCC3)cc2)c1C | 2.7 | 0.8 | 4.2
O=C(O)C1CCN(C(=O)c2ccc(Cl)cc2)CC1 | -12.4 | -8.8 | 1.0
Cc1ccc(N(CC(=O)NCc2ccco2)C(=O)CCC(=O)Nc2ccccn2)cc1C | -7.5 | -2.0 | -1.8
NC(=O)C1=NOC(CNc2ncc(C(F)(F)F)cc2Cl)C1 (stereo not drawn) | -12.5 | 0.6 | -2.3
CNS(=O)(=O)c1cc(OC)ccc1OC | 8.3 | 9.7 | 0.5
CCc1ccccc1OCCOc1ccc(C)cc1OC | 1.6 | -2.9 | -2.9
COc1ccc(-c2nc(C#N)c(NCc3cccnc3)o2)cc1OC | -8.2 | 10.0 | 0.4
COc1ccc(-c2noc(Cc3cccs3)n2)cc1 | -8.9 | 0.1 | -4.5
Cn1c(=O)c2c(nc(CN3CCN(C(=O)c4ccco4)CC3)n2Cc2ccccc2)n(C)c1=O | -2.4 | -6.1 | 1.3
COc1ccc(-c2[nH]ncc2/C=N\NS(=O)(=O)c2ccc(Cl)cc2)cc1 | 14.4 | -3.5 | -6.7
CSc1cccc(NC(=O)Nc2ccccc2)c1 | -11.7 | 12.3 | -3.4
CCc1c(C)c2nncn2[nH]c1=O | 2.4 | 4.6 | 0.1
CN(C)c1ccc(C(=S)NCc2ccco2)cc1 | -0.9 | 0.6 | -1.1
CC(Sc1nc(-c2ccccc2)cc(C(F)(F)F)n1)C(=O)N1CCCCC1 (stereo not drawn) | -19.3 | -0.2 | -3.0
Cc1noc(N)c1C(=O)Nc1ccc(F)cc1 | -6.2 | -4.0 | 1.4
COc1cccc(C2CC(C(F)(F)F)n3ncc(C(=O)NCC4CCCO4)c3N2)c1 (stereo not drawn) | 1.4 | -9.4 | -2.2
CCNC(=O)NC(=O)C(C)Oc1ccc(C(=O)OC)cc1 (stereo not drawn) | -20.8 | -7.0 | 0.4
COc1ccc2nc(C)cc(N/N=C/c3ccccc3)c2c1 | 36.0 | -14.2 | -0.4
COc1cc(C)c(Cl)c(C)c1S(=O)(=O)NCc1ccc2c(c1)OCO2 | 0.5 | 11.9 | 1.3

Of the compounds above, 8 have an NH in an aromatic ring.
SMILES | PGC1a acetyl inh | miR-122 sensor | Cneo AK release
CCCOc1cccc(OCCSc2nc(C)cc(=O)[nH]2)c1 | -0.9 | -3.0 | 3.5
NS(=O)(=O)c1ccc(CCNc2cc(=O)n(Cc3ccc(F)cc3)c(=O)[nH]2)cc1 | 6.7 | -2.9 | 5.1
c1cc(-c2nn[nH]n2)ccc1CN1CCCCC1 | 5.4 | -2.8 | -1.8
COc1cccc(NC(=O)CCCn2c(=O)[nH]c3ccccc3c2=O)c1 | -2.2 | -0.4 | 2.8
Cc1[nH]n(-c2ccccc2)c(=O)c1-c1ccc(Cl)cc1 | 2.1 | 0.2 | -1.5
COc1ccc(-c2cn[nH]c2N)cc1OC | -10.9 | -2.6 | -0.7
COc1ccc(-c2[nH]ncc2/C=N\NS(=O)(=O)c2ccc(Cl)cc2)cc1 | 14.4 | -3.5 | -6.7
CCc1c(C)c2nncn2[nH]c1=O | 2.4 | 4.6 | 0.1

Remaining list, next part.
SMILES | PGC1a acetyl inh | miR-122 sensor | Cneo AK release
COCCN(C(=O)Cn1nnc2ccccc21)C(C(=O)NC1CCCCC1)c1ccc(OC)cc1OC (stereo not drawn) | -8.8 | 33.6 | 1.9
COC(=O)CN(c1cccc(OC)c1)S(C)(=O)=O | 5.8 | -2.4 | 2.2
CCOC(=O)c1ccc(NC(=O)Cn2cnc(S(=O)(=O)N3CCCC3)c2)cc1 | 1.5 | -3.5 | 0.2
O=C(NCC1CCCO1)C1CCCN(c2ncccn2)C1 (stereo not drawn) | 8.6 | -6.6 | 1.0
